Polio RdRp inh – poliovirus RNA polymerase inhibition; P03300; poliovirus polymerase elongation, fluorescence polarization; hits give low values; % elongation, % (compound at 16.7 µg/mL); 0.66% of 150,000 active; in the data active = % elongation below about 90%; also: some results filed as inactive read as strong as hits
Target sequence (P03300 1749-2209 limits assumed): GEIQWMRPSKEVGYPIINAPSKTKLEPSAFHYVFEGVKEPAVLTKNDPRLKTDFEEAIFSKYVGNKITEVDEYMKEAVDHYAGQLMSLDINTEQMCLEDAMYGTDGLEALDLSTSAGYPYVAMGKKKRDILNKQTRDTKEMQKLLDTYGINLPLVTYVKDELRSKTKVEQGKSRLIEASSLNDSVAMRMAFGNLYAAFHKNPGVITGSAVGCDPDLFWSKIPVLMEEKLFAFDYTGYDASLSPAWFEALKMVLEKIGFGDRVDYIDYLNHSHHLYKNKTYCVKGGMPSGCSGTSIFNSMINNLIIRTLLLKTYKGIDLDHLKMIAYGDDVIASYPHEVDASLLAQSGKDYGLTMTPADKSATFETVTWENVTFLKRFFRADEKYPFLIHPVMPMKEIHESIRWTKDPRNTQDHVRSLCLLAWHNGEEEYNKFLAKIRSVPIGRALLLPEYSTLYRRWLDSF
Polio RdRp inh FP z-score – second read-out of Polio RdRp inh, no call of its own (marks repeat the call); z-score; measured here: FP z-score; hits read low
* hit, by the source's call.

Values run as follows: Polio RdRp inh | Polio RdRp inh FP z-score
COC(=O)c1ccc(CSc2c(C)[nH]c3ccccc23)o1
 : 100.0 | -0.3
CCN1CCCC1CNC(=O)CCn1c(=O)c2cccn2c2cccnc21 (stereo unspecified)
 : 104.0 | 0.3
CCOCCCNC(=O)CN1C(=O)c2cccnc2Sc2ccccc21
 : 112.0 | 1.5
CCCN(CC1CC1)C(=O)COc1ncnc2sccc12
 : 100.0 | -0.5
CCc1cccc(CC)c1NC(=O)CC#N
 : 103.0 | 0.7
O=C(OCC(=O)N(Cc1ccccc1)C1CCS(=O)(=O)C1)c1ccccc1C(F)(F)F (stereo unspecified)
 : 99.0 | -0.6
CCSc1nnc(-c2cccc(S(=O)(=O)N(C)C)c2)n1-c1cccc(C)c1
 : 104.0 | 0
Cc1ccc(NC(=O)CN2C(=O)S/C(=C\c3ccc(C)o3)C2=O)cc1
 : 101.0 | 0.2
O=C(NCC(c1ccco1)S(=O)(=O)c1ccc(Cl)cc1)c1ccc2c(c1)OCO2 (stereo unspecified)
 : 104.0 | 0.7
Clc1ccc(-c2nnn3c2nc(N2CCCCC2)c2ccccc23)cc1
 : 104.0 | 0.1
Cc1ccc(C)c(N2CCN(S(=O)(=O)c3ccc(-c4cnc(C5CC5)o4)cc3)CC2)c1
 : 106.0 | -0.1
N#Cc1ccc(-c2cccs2)nc1SCc1ccc(Br)cc1
 : 114.0 | 2.4
COc1ccccc1C(=O)NCC(c1ccc(N(C)C)cc1)N1CCc2ccccc21 (stereo unspecified)
 : 109.0 | 0.5
CCc1ccc(CSc2nc(-c3ccccc3OC)nc3c2Cc2c(CO)cnc(C)c2O3)cc1
 : 117.0 | 2
COc1ccc(C2NC(C(=O)O)Cc3[nH]cnc32)cc1 (stereo unspecified)
 : 103.0 | 0.4
Cc1n[nH]c(C)c1S(=O)(=O)N1CCc2ccccc21
 : 101.0 | -0.7
Cc1ccc(P(C)(=O)c2ccc(C)cc2)cc1
 : 108.0 | 0.7
O=S(=O)(c1cccc(C(F)(F)F)c1)N1CCC(Oc2ccc(-n3cnnn3)cc2)CC1
 : 112.0 | 1.4
CC(C)(C)n1nc(C2CC2)cc1NC(=O)c1ccccc1
 : 100.0 | -0.7
O=C(C1CC2CCC1C2)N1CCN(c2ccc3c(c2)OCO3)CC1 (stereo unspecified)
 : 106.0 | 0.3
Cc1ccccc1NC(=O)c1ccccc1NC(=O)c1ccccc1F
 : 106.0 | 0.4
Cc1ccc(OCc2nc3ccccc3n2CC(C)C)cc1
 : 104.0 | -0.2
COc1cccc(COCC(O)CN2CCC(C(N)=O)CC2)c1 (stereo unspecified)
 : 101.0 | -0.1
CCSc1ncc(Cl)c(C(=O)Nc2ccc(S(=O)(=O)Nc3nccc(C)n3)cc2)n1
 : 112.0 | -0.2
CC(C)(C)c1cc(C(C)(C)C)n(-c2ccc(C(=O)O)cc2)n1
 : 104.0 | 0.5
Cc1nc(-c2ccc(C)c(S(=O)(=O)N3CCC(C(=O)NCc4ccc(F)cc4)CC3)c2)no1
 : 103.0 | -0.5
COc1ccc(CNC(=O)C(c2cccs2)N(Cc2cccs2)C(=O)Cc2cccs2)cc1 (stereo unspecified)
 : 99.0 | -0.3
CC(C)(N)CN1CCCC1
 : 103.0 | 0.4
CON(C)S(=O)(=O)c1cccc(C(=O)Oc2ccc(-n3cnnn3)cc2)c1
 : 102.0 | -0.1
COC(=O)c1cccc(NC2=NS(=O)(=O)c3ccccc32)c1
 : 104.0 | 0.2
FC(F)(F)c1nc(Cl)c2ccccc2n1
 : 97.0 | -0.2
COc1ccc(-c2nc3scc(CCNS(=O)(=O)c4ccc(Oc5ccccc5)cc4)n3n2)cc1
 : 104.0 | -0.7
CCN1c2ccccc2-c2nc3ccccc3n2C1c1ccsc1 (stereo unspecified)
 : 99.0 | -0.3
Cc1ccc(-c2nc(SCC(=O)NCC3CCCO3)c3c(=O)n(C)c(=O)n(C)c3n2)cc1 (stereo unspecified)
 : 110.0 | 0.5
Cc1ccc(-n2c(=O)oc3ccc(Cl)cc3c2=O)cc1Cl
 : 102.0 | 0.1
CCC(C)NC(=O)C1CCN(S(=O)(=O)N2CCC3(CC2)OCCO3)CC1 (stereo unspecified)
 : 102.0 | 0.5
O=C(c1ccccc1)c1cnc2ccccn2c1=O
 : 105.0 | 0
CCN(CC)C1=NC(=O)C(CC(=O)Nc2cccc(C(=O)NCc3ccco3)c2)S1 (stereo unspecified)
 : 101.0 | 0
COc1ccccc1NC(=O)CN(Cc1ccco1)C(=S)NCc1ccccc1
 : 109.0 | 0.8
COc1ccc(-c2noc(=O)n2CCCC#N)cc1OC
 : 103.0 | 0.1
CC(C)n1c(SCC(=O)N(Cc2ccccc2)C(C)(C)C)nc2c1c(=O)n(C)c(=O)n2C
 : 101.0 | -0.3
O=C1CC(c2ccccc2)CC(O)=C1C=NCc1cccnc1 (stereo unspecified)
 : 101.0 | 0.5
O=C(NC1CCCC1)C1CCCN(S(=O)(=O)c2ccc3[nH]c(=O)ccc3c2)C1 (stereo unspecified)
 : 103.0 | 0.5
COc1ccc(/C=C/C(=O)N2c3ccccc3COC2c2ccccc2)cc1 (stereo unspecified)
 : 100.0 | -0.4
COc1ccc(NS(=O)(=O)c2cnc(N)nc2)cc1Cl
 : 109.0 | 0.3
O=C1OCc2cc(-n3cnnn3)ccc21
 : 102.0 | 0.1
COc1cccc(-n2cc(C(=O)NCc3cccc(Cl)c3)c3ccccc3c2=O)c1
 : 108.0 | 0.3
Cc1ccc(C)c(N2CCN(C(=O)NCc3noc4ccccc34)CC2)c1
 : 110.0 | 0.6
Cc1cc(NNS(=O)(=O)c2ccc(OC(F)(F)F)cc2)n2ncnc2n1
 : 98.0 | -0.2
COC(=O)c1ccc(/C=N/c2c(-c3ccco3)nc3ccccn23)cc1
 : 100.0 | -0.5

(list continues)
Values run as follows: Polio RdRp inh | Polio RdRp inh FP z-score
CC(=O)N/N=C(/C)c1ccccc1
 : 104.0 | 1.8
Cc1c[nH]c2cccc(OCC(O)CN3CCN(C(c4ccccc4)c4ccccc4)CC3)c12 (stereo unspecified)
 : 96.0 | -0.8
COCCn1c(=N)c(C(=O)NC2CCCC2)cc2c(=O)n3cc(C)ccc3nc21
 : 112.0 | 0.2
O=C(NCCO)c1cc2ccccc2oc1=O
 : 101.0 | -0.1
COc1cc(C(=O)NCC(c2cccnc2)N2CCc3ccccc3C2)cc(OC)c1OC (stereo unspecified)
 : 108.0 | 0
Cc1nn(C2CCS(=O)(=O)C2)c(Cl)c1/C=C1\SC(=S)NC1=O (stereo unspecified)
 : 106.0 | 0.5
CC(C)(C)c1ccc(C(=O)NN)s1
 : 107.0 | 0.6
COc1cccc(NC(=O)C(=O)NCCc2sc(-c3cccc(C)c3)nc2C)c1
 : 103.0 | -0.9
CNC(=O)CN1CCC(c2nc3ccccc3[nH]2)CC1
 : 99.0 | -1.2
COc1ccc(CNC(=O)c2cc3sccc3n2Cc2ccc(F)cc2)cc1
 : 100.0 | -1.4

A second format for part of the listing above:
molecule,Polio RdRp inh,Polio RdRp inh FP z-score
CNC(=O)CN1CCC(c2nc3ccccc3[nH]2)CC1,99.0,-1.2
COc1cc(C(=O)NCC(c2cccnc2)N2CCc3ccccc3C2)cc(OC)c1OC (stereo unspecified),108.0,0
O=C(NCCO)c1cc2ccccc2oc1=O,101.0,-0.1
COc1cccc(NC(=O)C(=O)NCCc2sc(-c3cccc(C)c3)nc2C)c1,103.0,-0.9

Continued:
Values run as follows: Polio RdRp inh | Polio RdRp inh FP z-score
CCOc1ccc(C(CC(=O)O)NC(C)=O)cc1 (stereo unspecified)
 : 99.0 | -0.2
COc1ccc(NS(=O)(=O)c2cc(-c3cc(C)[nH]n3)ccc2C)cc1OC
 : 102.0 | 0.9
CC(c1ccccc1)N(C)CN1C(=O)c2ccccc2C1=O (stereo unspecified)
 : 102.0 | -0.2
Cc1ccc(S(=O)(=O)N2CCN(C(=O)COC(=O)c3ccccc3C)CC2)c(C)c1
 : 93.0 | -0.8
Cc1ccc(NC(=O)C(=O)NCC(c2ccc3c(c2)OCO3)N2CCN(C)CC2)c(C)c1 (stereo unspecified)
 : 106.0 | -0.2
Cc1nc(NCCCCCO)c2nnn(Cc3ccc(F)cc3)c2n1
 : 102.0 | 0.1
O=c1c2ccccc2nc(-c2ccccc2)n1-c1ccccn1
 : 101.0 | -0.1
CCNC(=O)c1c2c(nc3ccccc13)C(=O)N(C1CCCCC1)C2
 : 109.0 | 0.3
COc1ccc2c(c1)nc(SCC(=O)C(C)(C)C)n2C
 : 98.0 | -0.4
Cc1ccccc1NC(=S)N(CCN(C)C)C(C)c1ccncc1 (stereo unspecified)
 : 99.0 | -0.5
Cn1c(=O)c(C(=O)CNc2ccc(S(=O)(=O)N3CCCC3)cc2)c(N)n(Cc2ccccc2)c1=O
 : 106.0 | 0.5
OCCNCC12CC3CC(CC(C3)C1)C2
 : 101.0 | -0.1
CC(C)c1ccc(O)c(N)c1
 : 103.0 | 0.2
Cc1occc1C(=O)N1CCN(S(=O)(=O)c2ccc(F)cc2)CC1
 : 102.0 | 0.1
CC(C)Cc1nc2sc3c(c2c(=O)o1)CCCCC3
 : 102.0 | 0.3
CN1C(=O)C2C(N=CN2CCCO)N(C)C1=O (stereo unspecified)
 : 109.0 | 0.6
O=C(Cc1cccs1)NC1CC(=O)N(c2ccccc2)C1 (stereo unspecified)
 : 108.0 | 0.3
CC(C)(C)OC(=O)N1CCCC(C(=O)CC#N)C1 (stereo unspecified)
 : 102.0 | -0.2
Cc1nn(-c2ccccc2Cl)c(Cl)c1C=Nc1ccc2[nH]c(=O)[nH]c2c1
 : 109.0 | 0.5
Nn1c(SCC(=O)Nc2ccccc2)nncc1=O
 : 98.0 | -1
O=C1CCC(C(=O)OCC(=O)c2ccc(Cl)cc2)=NN1
 : 101.0 | -0.4
CCOC(=O)c1ccc(N2C(=O)c3n[nH]c(C)c3C2c2ccc(OCC)cc2)cc1 (stereo unspecified)
 : 112.0 | 1.2
CC(=O)N[C@@H](CCC(=O)O)C(=O)O
 : 99.0 | -0.1
CC(C)c1ccc(OC(=O)c2cc(-c3ccc4c(c3)OCCO4)on2)cc1
 : 105.0 | -0.1
CCOc1ccccc1NC(=O)CN1Cc2ccccc2C1=O
 : 108.0 | 0.1
CN(CC(=O)Nc1ccccc1Cl)S(=O)(=O)c1ccc(C(=O)N2CCOCC2)s1
 : 109.0 | 0.6
CC1CC(C)CN(CCCNC(=O)c2ccc3c(c2)N(C)C(=O)/C(=C/c2ccccc2F)S3)C1 (stereo unspecified)
 : 102.0 | -0.2
COC(=O)CNC(=O)C1CCN(c2nc(C)cc(-c3ccccc3)n2)CC1
 : 101.0 | -0.1
O=C(Nc1ccc(F)c(F)c1)c1nc2ncccn2n1
 : 101.0 | -0.1
CCOC(=O)C1=NN(c2ccccc2)C2(C(=O)c3ccccc3C2=O)C1c1ccc(C)cc1 (stereo unspecified)
 : 101.0 | -0.5
Cn1c(=O)[nH]c(=O)c2c1nc(CN1CCN(c3ccccc3F)CC1)n2Cc1ccc(F)cc1
 : 100.0 | -1.4
O=C(O)CC1(O)CC(=O)N(c2ccccc2)C1=O (stereo unspecified)
 : 101.0 | -0.4
CCC(C)(C)NC(=O)Cc1c[nH]c2ccccc12
 : 106.0 | 0.5
Cn1cc(S(=O)(=O)N2CCOCC2)cc1C(=O)N1CCN(CCOc2ccc(Cl)cc2)CC1
 : 103.0 | 0.2
CC(=O)N1CCOc2ccc(S(=O)(=O)N3CCC(C(=O)NCc4ccc(Cl)cc4)CC3)cc21
 : 104.0 | 1.2
CC(=O)c1ccc(N2CCN(C(=O)C3CCN(S(=O)(=O)c4c(C)noc4/C=C/c4ccccc4F)CC3)CC2)cc1
 : 108.0 | 0.4
COc1ccc(-c2cc(C(F)(F)F)nc(SCC(=O)N3CCC(C)CC3)n2)cc1
 : 107.0 | 0.6
COc1ccc2c(c1)nc(SCC(C)O)n2C (stereo unspecified)
 : 98.0 | -0.5
CC(C)n1c(SCc2ccccc2)nnc1C1CCCN(CC(N)=O)C1 (stereo unspecified)
 : 101.0 | -0.3
CSc1nnc(-c2cc(Br)ccc2NC(C)=O)c(=O)[nH]1
 : 101.0 | -0.3
COc1ccc(C2C=C(c3ccccc3)NC(=S)S2)cc1OC (stereo unspecified)
 : 99.0 | -0.6
CN(C)C=Nc1nc2ccccc2nc1Cl
 : 104.0 | 0.1
O=c1c2ccccc2nc2c3ccccc3c(SCc3ccco3)nn12
 : 101.0 | -0.1
COc1ccc(S(=O)(=O)NCC23CC4CC(CC(C4)C2)C3)cc1
 : 101.0 | -0.2
Cc1ccc(CC(=O)NCc2nc(-c3cccc(C)c3)no2)cc1
 : 112.0 | 1
O=C1/C(=C/c2ccco2)CC(c2ccccc2)C/C1=C\c1ccco1 (stereo unspecified)
 : 101.0 | 0.2
CCOc1cc2c(cc1CCC(=O)O)CCC2
 : 99.0 | -0.8
COC(=O)COc1ccc(Oc2nc(SC)nc(N(C)C)n2)nn1
 : 101.0 | -0.1
COc1cccc(CCN2CCC(CNC(=O)Cn3c(=O)oc4ccccc43)CC2)c1
 : 101.0 | 0
N#CCCn1cc(/C=C/C(=O)Oc2cccc(-n3cnnn3)c2)c2ccccc21
 : 104.0 | 0.4

Additional compounds follow:
Values run as follows: Polio RdRp inh | Polio RdRp inh FP z-score
CCOC(=O)N1CCN(C(=O)c2ccccc2NC(=O)c2cccc(C)c2)CC1
 : 101.0 | 0.4
CN(C)C(=S)SCC(=O)Nc1ccccc1O
 : 109.0 | 2.4
CCOc1ccc(NC(=O)C2CCN(c3nc4ccccc4[nH]3)CC2)cc1
 : 109.0 | 0.3
C=CCOc1cccc(/C=C2/C(=O)NC(=S)N2C(C)=O)c1
 : 103.0 | 0.4
COc1ccc(Cl)cc1NC(=O)c1nn(-c2ccc(C)cc2)c(=O)n(C)c1=O
 : 102.0 | -1.2
C=CCN1C(=O)C(CC(=O)Nc2ccccc2)SC1=Nc1ccc(O)cc1 (stereo unspecified)
 : 104.0 | 0.5
CC(C)(C)c1ccc(C(=O)n2cc(Br)cn2)cc1
 : 98.0 | -0.5
CCOc1ccccc1-c1noc(CSc2nnc(-c3ccncc3)n2-c2ccc(F)cc2)n1
 : 104.0 | -0.5
Cc1oc(-c2ccc(C(=O)Nc3ccc(F)cc3)cc2)nc1COc1ccccc1
 : 111.0 | 0.7
Cc1cc(OCC(=O)Nc2sc3c(c2C(N)=O)CCCC3)ccc1C(C)C
 : 103.0 | -0.2
COc1ccc(-c2ocnc2C(=O)NCCN2CCCCCC2)cc1
 : 103.0 | 0.6

Bioassay records deposited in PubChem by ICCB-Longwood Screening Facility, Harvard Medical School.

These rows are one share of the data, so the mix of outcomes need not match the whole.
